Compound activity: PubChem, Broad Institute
FN deposit inh – inhibitors of fibronectin matrix deposition, primary screen, AH1F cells, Alexa488-fibronectin fluorescence, plate reader; AID 743247, 2014; 0.086% of 350,000 active; inhibition, % at 12.6 µM; AH1F fibroblasts, overnight;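 active means mean inhibition across replicates of 30% or more, regardless of how many single replicates reach that level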;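 further: positive control wells lacked labelled fibronectin entirely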
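Assay system: AH1F fibroblasts / Quantity: 10000 cells per well / Medium: DMEM plus 2% serum, read in PBS / Reagent: labelled fibronectin 24 nM / Dosing: single dose, pinned / Times: 1 h cell attachment, overnight exposure to compound and label / Signal: fluorescence, ex 485 nm, em 525 nm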
Casp6 inh – human caspase-6 inhibitors, primary screen, biochemical, VEID-R110 fluorescence, single point, set 2. 0.53% of 350,000 active. purified caspase-6, Z-VEID-R110 cleavage fluorescence. inhibition, % at 12.5 µM;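 active means mean inhibition across replicates at least about 35%, with every replicate also reaching that limit, limit read from the data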;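 further: 0% = median of neutral control wells and 100% = no fluorescence left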
Target sequence (P55212 24-179 limits assumed): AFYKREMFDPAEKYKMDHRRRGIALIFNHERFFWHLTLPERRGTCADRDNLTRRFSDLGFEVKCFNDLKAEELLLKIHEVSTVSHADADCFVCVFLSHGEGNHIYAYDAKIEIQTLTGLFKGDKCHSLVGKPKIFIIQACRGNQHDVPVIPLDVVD
Target sequence (P55212 194-293 limits assumed): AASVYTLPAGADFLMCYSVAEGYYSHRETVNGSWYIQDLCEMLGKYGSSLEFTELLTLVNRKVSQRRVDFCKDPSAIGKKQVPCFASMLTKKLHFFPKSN
EWS-Fli block – EWS/Fli-driven NR0B1 reporter inhibitors, primary screen, A673 cells, NR0B1 luciferase, luminescence, MLPCN library | AID 651661, 2012 | 0.67% of 350,000 active | viability-normalised | inhibition, % at 12.6 µM;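 active means mean inhibition of at least 50% after viability correction, with every replicate also passing that limit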;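 further: firefly luciferase signal divided by Alamar Blue viability fluorescence both relative to DMSO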
Cneo AK release – Cryptococcus neoformans cell lysis inducers, primary screen, AK release luminescence, single concentration; C. neoformans lysis, adenylate kinase release luminescence, 4 h; normalised: neutral wells 0, clomiphene wells 100; lysis activity, % at 15 µM; 0.2% of 360,000 active; AID 651654, 2012;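 active means mean lysis activity across replicates of at least 80%, whatever share of replicates individually reach that level; inactive means mean lysis activity below 80%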
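Material: C. neoformans cells; Schedule: 4 h static compound exposure, 37 °C, read 1 h post-reagent; Measured by: adenylate kinase release luminescence; Read-out: signal increase indicating cell lysis; Controls: Clomiphene as positive lysis control.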
PGC1a acetyl inh – inhibitors of PGC1a acetylation signal, primary screen, cell-based, U2OS, AlphaScreen, inhibitor mode. AlphaScreen anti-acetyl-lysine; with virally co-expressed GCN5 acetyltransferase. inhibition, % at 15.6 µM. 0.17% of 350,000 active. AID 651687, 2012;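 active means every replicate shows inhibition of at least 40%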;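 further: 0% = neutral control wells and 100% = positive control wells; some results beyond the cut were filed as inactive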
miR122 inh – miR-122 Renilla sensor signal increase in Huh7, primary screen, miR-122 inhibitor project, cell-based, single point, plate reader; Huh7 miR-122 Renilla luciferase sensor, 48 h; neutral wells = 0, positive control = 100; activation (reporter increase), % at 12.5 µM; 0.3% of 340,000 active; AID 602342, 2012;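 active means mean replicate activation score at least 90 and every replicate individually at or above 90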;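 further: higher luciferase means less miR-122 activity so hits act as miR-122 inhibitors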
LGR2 antag – inhibitors of bursicon-induced LGR2 CRE-luciferase signal, primary screen, cell-based, HEK293, CRE-luciferase reporter, bursicon stimulation; bursicon-stimulated, 4 h; inhibition, % at 9.99 µM; AID 720647, 2013; 0.35% of 380,000 active;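 active means drop in luminescence signal, shown as inhibition above about 50% in the replicate tests, limit read from the data, passing the limit was not always enough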;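 further: agonist challenge used bursicon conditioned medium at about half maximal strength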
PAX8 reporter – inhibitors of PAX8-driven TPO luciferase reporter, primary screen, RMG-I cells, single concentration. SteadyGlo, 24 h. inhibition, % at 12.6 µM. 1.2% of 360,000 active;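 active means mean replicate inhibition at least 60% with every replicate also reaching 60%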;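 further: luciferase light reporting Pax8 driven TPO promoter activity; plate controls were median of neutral control wells for no effect and mitoxantrone controls for full effect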
Starred values were filed as active, the others as inactive; / = no result given; & = joins results of further samples; [ ] = another dose, or the depositor's remark.

SMILES | FN deposit inh | Casp6 inh | EWS-Fli block | Cneo AK release | PGC1a acetyl inh | miR122 inh | LGR2 antag | PAX8 reporter
COc1ccccc1CNC(=O)c1ccc(CS(=O)(=O)c2ccccc2OC)o1 | 2 | / | / | 2 | 9 | 2 | / | -9
C[C@H]1CN([C@@H](C)CO)C(=O)c2cc(NS(=O)(=O)c3cn(C)cn3)ccc2O[C@@H]1CN(C)Cc1ccc(C(F)(F)F)cc1 | / | -1 | -3 | 48 | 24 | 9[16.7 µM] | 2 | -23
C[C@@H]1CN([C@@H](C)CO)C(=O)c2cc(NC(=O)Nc3ccccc3)ccc2O[C@@H]1CN(C)Cc1ccc(-c2ccccc2)cc1 | / | 1 | 9 | 0 | 8 | -3[16.7 µM] | 1 | 16
CCN(C(=O)CSc1nnc(-c2c[nH]c3ccccc23)o1)C1CCS(=O)(=O)C1 (configuration not stated) | -6 | 4 | 0 | 0 | 17 | 2 | -6 | 15
C[C@@H]1CN([C@@H](C)CO)C(=O)c2cc(-c3cccc(C#N)c3)cnc2O[C@H]1CN(C)Cc1ccc(F)cc1 | / | -2 | 7 | 0 | -22 | -7[16.7 µM] | 5 | /
CCc1ccc(NC(=O)CCC(=O)c2ccc(C)cc2)cc1 | -2 | -3 | -15 | 1 | 0 | -9 | -10 | -12
CCCN1C[C@H](C)[C@H](OC)CN(C)C(=O)c2cc(NS(=O)(=O)c3cn(C)cn3)ccc2OC[C@@H]1C | -1 | 11 | -1 | 0 | 1 | / | 2 | 0
CC1(C)N([O-])C2=C(CCCC2)[N+]1=O | 0 | 18 | 2 | / | 6 | / | -2 | 14
COC(=O)[C@H]1[C@H](CO)[C@H]2Cn3c(ccc(C4=CCCC4)c3=O)[C@H]2N1C(=O)C1CC1 | / | 0 | -4 | 3 | / | 4[16.7 µM] | -3 | /
COc1ccc(NC(=O)CC(NCCc2ccccc2)C(=O)O)c(OC)c1 (configuration not stated) | 9 | / | / | 0 | 6 | -5 | / | /
O=C1CCCN2N=C(SCC(=O)Nc3nccs3)SC2=N1 | 4 | 7 | 3 | 3 | 6 | 3 | -11 | -3
C[C@@H]1CCCCO[C@@H](CN(C)C(=O)Nc2ccccc2)[C@@H](C)CN([C@@H](C)CO)C(=O)c2cc(NC(=O)NC3CCCCC3)ccc2O1 | 0 | 2 | -10 | -1 | 0 | 0[16.7 µM] | 1 | -5
CC1=C(C(=O)OCc2ccccc2)C(c2ccc(C#N)cc2)NC(=O)N1CCCC(=O)O (configuration not stated) | -2 | 2 | -2 | 2 | -9 | 4 | 16 | -2
Cc1cc(NC(=O)c2ccc(Cl)cc2Cl)no1 | 4 | -1 | -39 | -7 | 6 | -4 | -23 | -22
O=C(Nc1c(F)cccc1F)c1ccc2c(c1)CCN2S(=O)(=O)c1ccccc1 | 11 | -3 | -7 | -1 | -4 | 33 | 2 | -10
CCCC1Cc2[nH]c(=O)c(C#N)cc2CO1 (configuration not stated) | -8 | 3 | 3 | 0 | -8 | -4 | 21 | 13
Cc1ccc(OCc2ccc(C(=O)N3CCCC3)o2)cc1C | 1 | 3 | -47 | -3 | -9 | -3 | -3 | -82
CNC[C@@H]1Oc2c(NC(=O)c3ccncc3)cccc2C(=O)N([C@@H](C)CO)C[C@H]1C | -6 | -3 | -2 | -1 | 33 | -1[16.7 µM] | -8 | 0
Cc1nn(C)cc1CN(C)Cc1c(C(=O)N(C)Cc2ccccc2)nc2ccccn12 | -2 | 2 | 9 | 4 | 0 | 4 | -5 | -12
COC(=O)c1cc(=O)c2ccc(OC)cc2o1 | -6 | / | / | -4 | -2 | -2 | -7 | /
COc1ccc(N/N=C(\C#N)C(N)=O)cc1 | 1 | -1 | -4 | / | / | / | 6 | -8
COc1ccc(N2CCN(C(=O)C(Cc3ccccc3)n3cccc3)CC2)cc1 (configuration not stated) | 2 | -1 | 10 | 0 | 3 | 1 | 12 | 12
COc1ccc(NC(=O)N(C)C[C@H]2Oc3ccc(N(C)C)cc3C(=O)N([C@@H](C)CO)C[C@@H]2C)cc1 | -4 | -17 | / | 0 | -2 | 10[16.7 µM] | -10 | -14
OC[C@@H]1[C@H](c2ccc(-c3ccccc3F)cc2)[C@H]2CN(Cc3cncnc3)CCCCN12 | / | -1 | 3 | 0 | -2 | 4[16.7 µM] | 2 | 2
CCS(=O)(=O)Nc1ccc2c(c1)C(=O)N(C)[C@@H]1CC[C@@H](CC(=O)Nc3ccccc3)O[C@H]1CO2 | -3 | -1 | 5 | 1 | -4 | 3[16.7 µM] | 6 | 3

Random excerpt: 5 entries already listed.
SMILES | FN deposit inh | Casp6 inh | EWS-Fli block | Cneo AK release | PGC1a acetyl inh | miR122 inh | LGR2 antag | PAX8 reporter
CNC[C@@H]1Oc2c(NC(=O)c3ccncc3)cccc2C(=O)N([C@@H](C)CO)C[C@H]1C | -6 | -3 | -2 | -1 | 33 | -1[16.7 µM] | -8 | 0
CCN(C(=O)CSc1nnc(-c2c[nH]c3ccccc23)o1)C1CCS(=O)(=O)C1 (configuration not stated) | -6 | 4 | 0 | 0 | 17 | 2 | -6 | 15
CCCC1Cc2[nH]c(=O)c(C#N)cc2CO1 (configuration not stated) | -8 | 3 | 3 | 0 | -8 | -4 | 21 | 13
C[C@H]1CN([C@@H](C)CO)C(=O)c2cc(NS(=O)(=O)c3cn(C)cn3)ccc2O[C@@H]1CN(C)Cc1ccc(C(F)(F)F)cc1 | / | -1 | -3 | 48 | 24 | 9[16.7 µM] | 2 | -23
CC1(C)N([O-])C2=C(CCCC2)[N+]1=O | 0 | 18 | 2 | / | 6 | / | -2 | 14

Remaining list, next part.
SMILES | FN deposit inh | Casp6 inh | EWS-Fli block | Cneo AK release | PGC1a acetyl inh | miR122 inh | LGR2 antag | PAX8 reporter
Nc1nc(N)c(N=O)c(Nc2cccc(Cl)c2)n1 | 4 | -1 | -16 | / | / | / | -9 | -3
O=C(CN1CCN(S(=O)(=O)N2CCCCC2)CC1)Nc1ccc(Cl)c(Cl)c1 | -20 | -1 | 4 | 0 | -1 | 1 | 0 | 18
COc1cc(/C=N/Nc2ccc(S(N)(=O)=O)cc2)cc(OC)c1OC | -24 | -1 | 1 | / | 1 | / | -4 | 31
Cc1cc(C)n2nc(C(=O)OCC(=O)N3CC(C)CC(C)C3)nc2n1 (configuration not stated) | / | 2 | 7 | 0 | 5 | 1 | -12 | 4
C[C@@H]1CN([C@H](C)CO)C(=O)c2cc(NC(=O)c3ccncc3)ccc2O[C@@H]1CN(C)Cc1ccc(C(=O)Nc2ccccc2N)cc1 | -2 | -1 | 47 | -1 | 11 | 5[16.7 µM] | -16 | /
C[C@@H]1CN([C@@H](C)CO)C(=O)c2cc(NC(=O)NC3CCCCC3)ccc2O[C@H]1CN(C)C(=O)Nc1ccccc1 | / | 0 | -3 | 61 | -5 | -5[16.7 µM] | 3 | 1
CCN(C(=O)COC(=O)CCOc1ccccc1C)c1c(N)n(Cc2ccccc2)c(=O)[nH]c1=O | -9 | -1 | -1 | 4 | 5 | 0 | 4 | 9
CN(CC(=O)Nc1ccc(Cl)cc1)C(=O)c1ccc(N2CCCC2=O)cc1 | -5 | 0 | -50 | 0 | 3 | -2 | -18 | -47
O=C(O)CSc1nc2ccc(C(=O)c3ccccc3)cc2[nH]1 | 4 | -1 | -7 | 0 | / | / | 10 | 4
O=c1[nH]c(COc2ccc(Cl)cc2Br)nc2ccccc12 | -1 | 0 | -74 | -4 | -6 | / | -87 | -208
C/C(=N/OCC(=O)NCCCCCCNC(=O)CO/N=C(/C)c1cccs1)c1cccs1 | -8 | / | / | 1 | -16 | 1 | 10 | 29
O=C(NNC(=O)c1ccc2ccccc2c1)c1cccc(F)c1 | -10 | 3 | -14 | -6 | -8 | / | -32 | -46
Cc1cc(C(=O)Nc2ccccc2C)c2ccccc2n1 | 3 | 2 | 1 | 0 | -2 | -3 | 1 | 19
O=C(C[C@H]1CC[C@H]2[C@@H](COC[C@H](O)CN2S(=O)(=O)c2ccccc2)O1)NCC1CCCCC1 | -2 | 0 | 11 | -2 | -4 | 5[16.7 µM] | -5 | 6
CCCc1cc(Nc2ccccc2)n2ncnc2n1 | -2 | -3 | -7 | -1 | / | -2 | 7 | -9
CN1CCN(c2ccc(NC(=O)c3cc4ccccc4o3)cc2)CC1 | -18 | -4 | -24 | -6 | / | 5 | -19 | -126
CCOC(=O)/C(=C/Nc1ccc(F)cc1)[N+](=O)[O-] | 3 | 2 | 3 | / | 3 | / | / | -52
CCOC(=O)CNc1nc(Cl)nc(Nc2ccccc2)n1 | 4 | 0 | 5 | / | -6 | -5 | -38 | -73
O=C(N[C@@H]1C=C[C@@H](CC(=O)N2CCCCC2)O[C@H]1CO)c1cccc(F)c1 | / | -12 | 5 | -8 | 6 | / | -18 | 1
CCOC(=O)CSC1=C(C#N)C(c2ccc(OC)cc2)C2=C(CC(C)(C)CC2=O)N1 (configuration not stated) | 8 | / | / | 1 | -9 | 0 | / | 9
O=C(Oc1ccc(O)cc1)C12CC3CC(CC(C3)C1)C2 | 0 | -2 | 19 | / | / | / | -6 | -4
O=C(NCCCc1ccccc1)C1CC1 | 4 | 2 | 2 | 0 | 1 | 1 | / | -8
COc1ccccc1OCCSc1nc2ccccc2n1CC(N)=O | 3 | 2 | -7 | -2 | -2 | / | -7 | 5
CC(=O)OC1CC2(C)/C(=N\O)CCC2C2CCc3cc(O)ccc3C12 (configuration not stated) | 5 | -3 | -22 | -1 | -2 | -1 | -15 | 10
COCC(=O)N1[C@H](C#N)[C@H](c2ccc(-c3cccnc3)cc2)[C@@H]1CO | 3 | -1 | -6 | -1 | -2 | / | -2 | -8

The list goes on:
SMILES | FN deposit inh | Casp6 inh | EWS-Fli block | Cneo AK release | PGC1a acetyl inh | miR122 inh | LGR2 antag | PAX8 reporter
COc1ccc(S(=O)(=O)N2CCOC23CCN(S(=O)(=O)c2ccc(F)cc2)CC3)cc1 | 2 | -2 | 6 | 3 | -12 | 53 | 0 | -7
C[C@H](CO)N1C[C@H](C)[C@@H](CN(C)C(=O)Nc2ccccc2F)Oc2ncc(-c3cccc(F)c3)cc2C1=O | / | 0 | -11 | 4 | 1 | 8[16.7 µM] | 3 | 7
O=C(NCCc1ccc(F)cc1)Nc1ccccc1Cl | -22 | -4 | -36 | 0 | / | / | -11 | -43
CC(=NNC(=O)c1cccc(S(=O)(=O)N2CCOCC2)c1)c1ccccc1 | -2 | 1 | -45 | -1 | 0 | -6 | 4 | -18
C[C@@H]1CN([C@@H](C)CO)C(=O)Cc2cc(NC(=O)Cc3cn(C)c4ccccc34)ccc2O[C@H]1CN(C)S(=O)(=O)c1ccc(F)cc1 | / | -2 | -2 | -1 | -8 | -6[16.7 µM] | -16 | -1
C[C@@H]1CN([C@H](C)CO)C(=O)Cc2cc(NC(=O)Nc3cccc4ccccc34)ccc2O[C@@H]1CN(C)C | / | 0 | / | -2 | 2 | -2[16.7 µM] | 31 | -15
COc1ccc(NC(=O)Nc2ccc3c(c2)C(=O)N([C@@H](C)CO)C[C@@H](C)[C@@H](CN(C)C(=O)Cc2ccccc2)OCCCC[C@@H](C)O3)cc1 | / | 4 | 3 | 1 | 10 | -2[16.7 µM] | 12 | 34
O=C(NCc1ccccc1)C1=C[C@H](c2ccc(C(F)(F)F)cc2)C[C@H](OCCCCO)O1 | 4 | 3&0 | -2&0 | -5&-4 | / | / | -2 | 1&6
CN1C(=O)c2cc(NC(=O)c3cnccn3)ccc2OC[C@H]2O[C@H](CC(=O)N[C@@H]3CCN(Cc4ccccc4)C3)CC[C@@H]21 | -6 | 5 | -8 | 1 | -2 | 48[16.7 µM] | -1 | -10
